Compound activity as filed in PubChem.
ERAP1 HTS inh: human ERAP1 aminopeptidase inhibitors, primary screen, biochemical, single point, plate reader; Endoplasmic reticulum aminopeptidase 1 (Homo sapiens), Q9NZ08; recombinant ERAP1, Leu-AMC fluorescence, 60 min; inhibition, % at 10.7 µM; 340,000 compounds, 0.15% hits; AID 652197, 2013;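 active = mean replicate inhibition of at least 30%, or all replicates individually reaching that 30% level; inactive = mean below 30% and not every replicate reaching it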;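 note: 0% = neutral control wells and 100% = L-leucinethiol positive control wells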
miR-122 sensor: miR-122 Renilla sensor signal increase in Huh7, primary screen, miR-122 inhibitor project, cell-based, single point, plate reader. Huh7 miR-122 Renilla luciferase sensor, 48 h; neutral wells = 0, positive control = 100. activation (reporter increase), % at 12.5 µM. 340,000 compounds, 0.3% hits. AID 602342, 2012;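 active = mean replicate activation score at least 90 and every replicate individually at or above 90; inconclusive = only one of the two criteria met; inactive = neither criterion met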;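 note: higher luciferase means less miR-122 activity so hits act as miR-122 inhibitors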
PglD inh: C. jejuni PglD acetyltransferase inhibitors, primary screen, biochemical, DTNB colorimetric, single point. UDP-N-acetylbacillosamine N-acetyltransferase PglD (Campylobacter jejuni). purified PglD enzyme, DTNB colorimetric CoA detection. inhibition, % at 12.5 µM. 360,000 compounds, 0.098% hits; in the data active = inhibition above about 16%, passing the limit was not always enough; inconclusive = no clear call, values can overlap the other calls; note: strong numbers were not always called active
Cneo AK release: Cryptococcus neoformans cell lysis inducers, primary screen, AK release luminescence, single concentration | C. neoformans lysis, adenylate kinase release luminescence, 4 h; normalised: neutral wells 0, clomiphene wells 100 | lysis activity, % at 15 µM | 360,000 compounds, 0.2% hits | AID 651654, 2012;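 active = mean lysis activity across replicates of at least 80%, whatever share of replicates individually reach that level; inactive = mean lysis activity below 80%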
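Material: C. neoformans cells; Schedule: 4 h static compound exposure, 37 °C, read 1 h post-reagent; Measured by: adenylate kinase release luminescence; Read-out: signal increase indicating cell lysis; Controls: Clomiphene as positive lysis control.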
E-sel inducer: E-selectin induction in HUVECs, primary screen, imaging, HUVEC, immunofluorescence imaging, single point | 260,000 compounds, 0.37% hits | normalized: neutral wells 0, TNF-alpha wells 100 | activation, % at 7.58 µM | AID 686992, 2013;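 active = mean E-selectin-positive cell signal at least 10% of the positive control, reached in at least 60% of replicates, without over 20% cell loss; inconclusive = no rule given, readout overlaps actives, possibly toxicity-flagged; inactive = the rest, including those meeting only one limit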;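 note: in these data hits start at about 27%; measured in HUVEC primary endothelial cells; signal is the percent of cells scored E-selectin positive by PE staining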
Target sequence (P16581 whole entry, looked up): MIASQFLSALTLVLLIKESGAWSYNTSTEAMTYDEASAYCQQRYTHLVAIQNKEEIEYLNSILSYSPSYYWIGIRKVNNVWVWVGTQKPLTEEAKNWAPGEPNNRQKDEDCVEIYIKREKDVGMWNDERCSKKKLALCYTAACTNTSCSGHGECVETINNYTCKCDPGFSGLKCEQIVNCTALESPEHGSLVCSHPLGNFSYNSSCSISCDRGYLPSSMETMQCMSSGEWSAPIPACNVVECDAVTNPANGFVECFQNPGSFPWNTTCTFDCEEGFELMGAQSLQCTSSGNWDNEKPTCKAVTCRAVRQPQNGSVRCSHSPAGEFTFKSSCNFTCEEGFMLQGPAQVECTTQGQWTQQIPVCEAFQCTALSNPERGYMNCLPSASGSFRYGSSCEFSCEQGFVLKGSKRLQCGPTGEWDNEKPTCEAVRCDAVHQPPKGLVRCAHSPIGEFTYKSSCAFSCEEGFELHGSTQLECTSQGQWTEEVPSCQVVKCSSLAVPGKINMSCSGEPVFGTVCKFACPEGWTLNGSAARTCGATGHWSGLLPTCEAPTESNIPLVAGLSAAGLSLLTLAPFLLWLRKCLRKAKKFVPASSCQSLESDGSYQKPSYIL
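Test system: HUVEC; input: 3,000 HUVEC/well; measured by: immunofluorescence imaging; read-out: % PE-positive cells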
PGC1a acetyl inh: inhibitors of PGC1a acetylation signal, primary screen, cell-based, U2OS, AlphaScreen, inhibitor mode | AlphaScreen anti-acetyl-lysine; with virally co-expressed GCN5 acetyltransferase | inhibition, % at 15.6 µM | 350,000 compounds, 0.17% hits;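 active = every replicate shows inhibition of at least 40%; inconclusive = mean inhibition at least 40% but some replicate below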;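 note: 0% = neutral control wells and 100% = positive control wells; some results beyond the cut were filed as inactive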
RAD52 inh: RAD52 DNA annealing inhibitors, primary screen, biochemical, FRET, single point, set 2; DNA repair protein RAD52 homolog (Homo sapiens), P43351; recombinant RAD52 DNA annealing, FRET fluorescence; inhibition, % at 18.7 µM; 360,000 compounds, 0.46% hits; AID 651710, 2012;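 active = every replicate showing at least 50% inhibition; inconclusive = mean inhibition at least 50% but not in every replicate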
Target sequence (P43351 whole entry, looked up): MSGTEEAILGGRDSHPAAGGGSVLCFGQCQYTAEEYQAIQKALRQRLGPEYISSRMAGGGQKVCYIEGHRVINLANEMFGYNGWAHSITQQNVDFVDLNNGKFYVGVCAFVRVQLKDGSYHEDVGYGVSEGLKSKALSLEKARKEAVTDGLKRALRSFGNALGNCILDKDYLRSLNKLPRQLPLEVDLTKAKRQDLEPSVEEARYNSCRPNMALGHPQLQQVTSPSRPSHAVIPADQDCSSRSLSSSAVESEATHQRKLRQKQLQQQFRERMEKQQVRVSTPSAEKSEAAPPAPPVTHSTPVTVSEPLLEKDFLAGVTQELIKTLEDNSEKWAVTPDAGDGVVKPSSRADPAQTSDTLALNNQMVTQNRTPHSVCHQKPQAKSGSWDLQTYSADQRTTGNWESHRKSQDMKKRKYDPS
RAD54 inh: inhibitors of human RAD54 branch migration, primary screen, biochemical, fluorescence, single point; DNA repair and recombination protein RAD54-like (Homo sapiens), Q92698; RAD54 Holliday junction branch migration, FAM/BHQ fluorescence; inhibition, % at 10.4 µM; 360,000 compounds, 0.14% hits;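 active = mean normalized replicate activity at least 40 and at least half of replicates scoring 40 or more; inconclusive = only one of the two criteria met; inactive = mean below 40 and under half of replicates reaching 40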;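 note: 0% = median of neutral control wells and 100% = median of positive control wells; inhibitors cause a drop in the FAM fluorescence signal; in these data hits start at about 50%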
* = called active by the depositor; ? = inconclusive; nt = not tested or not shown; [ ] = another dose, or the depositor's remark.

SMILES | ERAP1 HTS inh | miR-122 sensor | PglD inh | Cneo AK release | E-sel inducer | PGC1a acetyl inh | RAD52 inh | RAD54 inh
Cc1ccc(C(=O)NC2CCCC2)s1 | 1 | nt | nt | -1 | -0.1 | nt | -14 | -2
Cc1ccc(CCNC(=O)C2CCC(=O)N(CC3CCCCC3)C2)cc1 (configuration not stated) | -1 | -6 | 3 | -1 | 0.0 | 3 | -13 | -3
COc1ccc(C(=O)Nc2ccc([N+](=O)[O-])cn2)c(OC)c1 | nt | 1 | 1 | -1 | 0.1 | 36 | nt | -6
Cc1ccc(CC(=O)Nc2nccs2)cc1 | 2 | -5 | -4 | 1 | nt | ? | -7 | 0
Cc1ccc(C)c(N(C(=O)c2csnn2)C(C(=O)NC2CCCCC2)c2ccncc2)c1 (configuration not stated) | 0 | nt | -5 | 2 | 1.6 | nt | -6 | -8
COCCC(=O)N1CCCC(C(=O)c2ccccc2SC)C1 (configuration not stated) | 1 | 12 | -5 | -1 | nt | nt | -21 | 9
Oc1ccccc1/C=N/NC(=S)NC1CC2C=CC1C2 (configuration not stated) | -1 | 13 | nt | nt | 0.6 | -8 | -8 | nt
COc1ccc(C)cc1NC(=O)CNC(=O)Cn1ccc2ccccc2c1=O | nt | 2 | -5 | 8 | nt | 1 | nt | -10
O=C(CNC(=O)c1ccccc1F)c1ccc(Br)cc1 | 0 | nt | 2 | -4 | nt | 4 | -16 | 0
O=C(c1cc(-c2ccc(Cl)cc2)on1)N1CCCCCC1 | 0 | -4 | 2 | -2 | nt | nt | -15 | 2
CC(CN1CCOCC1)C(=O)O (configuration not stated) | nt | -6 | -2 | 1 | nt | -4 | nt | 0
C[C@@H]1CN([C@@H](C)CO)C(=O)c2cc(NS(=O)(=O)c3ccccc3)ccc2O[C@@H]1CN(C)CC1CC1 | 3 | 71[16.7 µM] | -3 | -62 | nt | nt | 16 | 2

Full records from above. Screens in order: ERAP1 HTS inh | miR-122 sensor | PglD inh | Cneo AK release | E-sel inducer | PGC1a acetyl inh | RAD52 inh | RAD54 inh
Cc1ccc(CC(=O)Nc2nccs2)cc1 as listed: 2 | -5 | -4 | 1 | nt | ? | -7 | 0
O=C(c1cc(-c2ccc(Cl)cc2)on1)N1CCCCCC1 as listed: 0 | -4 | 2 | -2 | nt | nt | -15 | 2
COc1ccc(C(=O)Nc2ccc([N+](=O)[O-])cn2)c(OC)c1 as listed: nt | 1 | 1 | -1 | 0.1 | 36 | nt | -6
COc1ccc(C)cc1NC(=O)CNC(=O)Cn1ccc2ccccc2c1=O as listed: nt | 2 | -5 | 8 | nt | 1 | nt | -10

(further entries)
SMILES | ERAP1 HTS inh | miR-122 sensor | PglD inh | Cneo AK release | E-sel inducer | PGC1a acetyl inh | RAD52 inh | RAD54 inh
Cc1ccc(SCc2c(C#N)c3ccccc3n2C)cc1 | nt | -1 | -2 | -1 | nt | -2 | nt | -3
O=C(C[n+]1ccccn1)c1ccccc1 | -2 | nt | -4 | 0 | nt | nt | 3 | -3
Cc1cccc(CNC(=O)C2CCCN(c3nn4c(=O)cc(C)nc4s3)C2)c1 (configuration not stated) | 6 | 4 | 1 | -1 | 0.3 | -3 | -15 | 0
O=C1CC(c2ccccc2)CC2=C1C1(CCCC1)N=C(Nc1nc3ccccc3o1)N2 (configuration not stated) | nt | 4 | -5 | 2 | nt | 7 | -35 | -7
CCN1CCN(CCNC(=O)CCCCCn2c(=O)[nH]c3cc(C(=O)OC)ccc3c2=O)CC1 | nt | 1 | 0 | -2 | nt | 2 | nt | 8
CCOc1ccc(NC(=O)CS(=O)(=O)c2cn(C)c3ccccc23)cc1 | 0 | nt | -1 | 0 | 0.5 | nt | -4 | -10
CCCCC(=O)N1CCCC(c2nc3c(nnn3Cc3cc(C)ccc3C)c(=O)[nH]2)C1 (configuration not stated) | nt | 3 | 3 | 5 | nt | 0 | nt | 6
CN(Cc1nc(-c2ccncc2)no1)S(=O)(=O)c1ccccc1 | nt | 4 | -1 | 0 | nt | 7 | nt | -4
Cc1ccc(-c2nc3ccccc3s2)cc1NC(=O)c1cc(-n2cnnc2)ccc1Cl | 1 | -6 | 2 | -2 | nt | 3 | -34 | 8
CCc1ccc(N2CC(C(=O)Nc3ccc(F)cc3)CC2=O)cc1 (configuration not stated) | -3 | 1 | 2 | 3 | 42* | -9 | -4 | -19
Cc1ccccc1CN(c1ccc(C(=O)N2CCCC2)cc1)S(C)(=O)=O | 12 | 7 | -1 | -1 | nt | -35 | -5 | -25
O=C(NCCCN1CCOCC1)c1cc2cc(Br)ccc2oc1=O | nt | 3 | 7 | 0 | nt | 1 | nt | -5
O=C(/C=C/C=C/c1ccccc1)c1ccco1 | 0 | nt | -4 | -1 | 0.1 | nt | -11 | 0
Cc1cc(Nc2ccccc2)n2nc(C)c(-c3ccccc3)c2n1 | nt | nt | 3 | -2 | nt | -6 | -25 | -8
CCOc1ccc(-c2nnc(SCC(=O)N3CCCC3)o2)cc1 | 1 | -1 | 4 | 0 | 1.1 | nt | -4 | 3
COc1ccc(CNC(=O)C[C@@H]2CC[C@@H](NC(=O)c3cccc(F)c3)[C@@H](CO)O2)cc1 | -3 | nt | 1 | 3 | -0.3 | 2 | 9 | 3
CC(=O)Nc1ccc(S(=O)(=O)NCc2ccc(C(=O)NCc3ccc4c(c3)OCO4)cc2)cc1 | nt | 8 | 4 | 0 | nt | -2 | nt | 18
CCOC(=O)C1CCN(S(=O)(=O)CCNC(=O)c2cccc(OC)c2)CC1 | 2 | -5 | -3 | -4 | -0.1 | 4 | -3 | 3
CSCc1nc2sc(C(=O)Nc3nc(C)cs3)c(C)c2c(=O)[nH]1 | 6 | -4 | 0 | -1 | 0.4 | -2 | -32 | -3
O=C(CSc1nccn1-c1ccc(F)cc1)NCc1ccc2c(c1)OCO2 | nt | -4 | -5 | 2 | nt | 8 | nt | 0
Cc1ccc(/C=C/C(=O)Nc2ccc(O)c3c(=O)cc(-c4ccccc4Cl)oc23)cc1 | -2 | -1 | 0 | 7 | -0.1 | nt | -13 | 3
CCn1c(SCC(=O)N2CCCc3ccccc32)nc2ccccc2c1=O | nt | -1 | 0 | -5 | nt | 4 | nt | -6
COc1ccc(NC(=O)CSc2nc3[nH]c(=O)cc(O)c3s2)cc1OC | 2 | 2 | 1 | -2 | -2.2 | 2 | -39 | 2
Cc1cc(C)n(-c2nc3ccccc3n3c(C)nnc23)n1 | 8 | 0 | 4 | 0 | 0.9 | nt | -14 | -10
COc1ccc(C2CC(=O)N3CN(c4ccccc4F)CSC3=C2C#N)cc1OC (configuration not stated) | 10 | -9 | 1 | 0 | 0.2 | -1 | -29 | 10
COCC#Cc1cnc2c(c1)C(=O)N([C@@H](C)CO)C[C@@H](C)[C@H](CN(C)C(=O)Cc1ccccc1)O2 | -2 | -3[16.7 µM] | 2 | 2 | 0.2 | 12 | 2 | 13
C=CCNC(=O)CSc1nc2sccc2c(=O)n1-c1ccccc1 | -2 | -4 | -1 | -3 | -0.1 | 4 | -14 | -5
CCN(CC)C(=O)COc1coc(CN2CCN(Cc3ccccc3)CC2)cc1=O | -2 | 0 | 4 | 2 | nt | 12 | -2 | -2
COc1ccc(N2C(=O)C(OC(C)=O)C2c2ccc(C)cc2)cc1 (configuration not stated) | nt | 4 | -3 | -1 | nt | 0 | nt | 3
COc1ccc(C(=O)C2CCCN(C(=O)c3ccnn3C)C2)cc1OC (configuration not stated) | 1 | -5 | 1 | -3 | -0.1 | 3 | -6 | 1
CCOC(=O)c1nnn(-c2nonc2N)c1-c1ccc(OCC)cc1 | nt | 4 | 3 | 2 | nt | -8 | nt | 5
O=C(CCNC(=O)C1CCN(S(=O)(=O)c2ccc(F)cc2)CC1)NCCc1ccc(Cl)cc1 | 0 | 0 | 0 | 0 | nt | -5 | -34 | -1
C[C@@H]1CN([C@H](C)CO)C(=O)c2cccc(NC(=O)C3CCCCC3)c2O[C@@H]1CN(C)Cc1ccccc1 | 0 | 4[16.7 µM] | 4 | -4 | -0.2 | nt | 17 | -12
COCC(=O)n1nc(-c2ccccc2)nc1NCc1cccs1 | -2 | nt | nt | nt | -1.8 | 0 | -22 | nt
Cc1[nH]n(-c2ccc([N+](=O)[O-])cc2)c(=O)c1C=NCCN1CCN(C(=O)c2ccc(F)cc2)CC1 | nt | -4 | 3 | 1 | nt | 7 | nt | -27
Cc1ccc(-c2noc(-c3ccoc3C)n2)cc1 | 0 | 1 | 2 | -2 | nt | -5 | -15 | 2
N#Cc1ccccc1NS(=O)(=O)c1cc2c3c(c1)CCN3C(=O)CC2 | -2 | 4 | 10 | 2 | 1.2 | -2 | -4 | -8
Clc1ccc(Cn2ncc3c(NCc4ccccc4)ncnc32)cc1 | nt | 22 | -1 | 3 | nt | -9 | nt | 12
O=C(C1CC(c2ccccc2O)=NO1)N1CCCCC1 (configuration not stated) | 1 | -1 | 3 | 2 | nt | -2 | 0 | 5
C=CCN(Cc1ccco1)S(=O)(=O)c1ccc(Cl)cc1 | -7 | nt | 1 | -1 | -0.1 | nt | -14 | -2
C[C@H]1CN([C@@H](C)CO)S(=O)(=O)c2ccc(C#CCN(C)C)cc2O[C@H]1CN(C)Cc1ccc(F)cc1 | 1 | -2[16.7 µM] | -2 | 39 | 0.4 | -26 | 16 | -1
Cc1ccc(S(=O)(=O)N[C@H]2C=C[C@@H](CC(=O)NCc3ccccc3F)O[C@H]2CO)cc1 | -1 | -12[16.7 µM] | -2 | -16 | -1.7 | -1 | -2 | 2
CCCOc1ccc(N2C(=O)CC(S/C(N)=N/N=C(\C)c3cccs3)C2=O)cc1 (configuration not stated) | nt | nt | 3 | 2 | nt | 0 | nt | -1
O=[N+]([O-])c1ccc(-c2cnc(NO)nc2)cc1 | nt | -13 | -4 | 3 | -0.2 | 4 | nt | -10
Cc1ccc(S(=O)(=O)CCN2CCC(n3cccc3)CC2)cc1 | 4 | -4 | 12 | -1 | -0.1 | nt | -9 | 0
Cc1ccc(S(=O)(=O)N(C)C[C@@H]2OCCCC[C@@H](C)Oc3ccc(NS(=O)(=O)c4ccccc4)cc3C(=O)N([C@@H](C)CO)C[C@@H]2C)cc1 | 2 | 14[16.7 µM] | 1 | 0 | -0.2 | 5 | 24 | -3
COc1ccc(OC)c(CN2CCN(C(=O)CCC(=O)c3cccs3)CC2)c1 | -1 | -4 | -10 | 0 | 5.7 | 1 | 1 | 5
COc1ccc(CCC(=O)OCC(=O)NC(=O)c2ccc(Cl)cc2)cc1 | 4 | -12 | -3 | 0 | 3.9 | nt | -181 | -4
